High-throughput results as filed in PubChem.
HSP90 refold inh: blocks HSP90-mediated luciferase refolding in reticulocyte lysate. 290,000 compounds, 0.91% hits. AID 1789. inhibition, % at 5.6 µM. Rabbit reticulocyte lysate, luciferase refolding luminescence, 3 h;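 active = inhibition above the screen-wide mean plus 3 SD, computed separately per campaign, cut at about 16% in these data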;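 also: 0% = DMSO wells and 100% = 60 µM geldanamycin wells; inhibitors lower the luminescence because luciferase stays unfolded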
Platelet DG rel: platelet dense granule release activity | human platelet-rich plasma, SFLLRN dense granule ATP release, luminescence | AID 1663 | 300,000 compounds, 0.22% hits | inhibition, %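 (compounds screened at 7.5 µM in platelet-rich plasma)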;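 active = mean replicate score, as percent of positive control, at or above 50; inconclusive = mean below 50 but at least one replicate at or above 50; inactive = mean and every replicate below 50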
DYRK1A inh: blocks rat Dyrk1A kinase activity | ADP-Glo luminescence, NFATc1 peptide | inhibition, % at 12.5 µM | 310,000 compounds, 0.43% hits; in the data active = inhibition above about 50%;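 also: plate controls were vehicle with enzyme for no effect and no enzyme for full effect; many of its hits are not listed in these tables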
HSF-1 act: increases HSF-1 driven luciferase reporter signal | 300,000 compounds, 1.7% hits | NIH3T3-HGL HSF-1 luciferase reporter, MG132, 8 h; 100% = twice DMSO control signal | AID 504408 | activation, % at 9 µM;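 active = mean replicate activation of at least 50% with a set share of replicates each reaching 50%; inconclusive = only one of those two conditions met; inactive = mean below 50% and too few replicates reaching it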;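 also: 0% = median of the neutral control wells and 100% = twice that signal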
HSF1 inh: HSF1 inhibition; NIH3T3-HGL HSE-luciferase, MG132-induced, luminescence 8 h; active compounds read low; activity change, negative = inhibition, % at 7.5 µM (by protocol); 300,000 compounds, 0.77% hits; AID 2098;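 active = more than half of replicate wells show activity change below -50%, luminescence cut by over half; inconclusive = some wells, but at most half, below -50%; inactive = no replicate well below -50%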;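 also: luciferase reports HSF-1 transcriptional activity via heat shock element; 0% = median of DMSO wells and -100% = zero luminescence signal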
aSyn UTR inh: 5' untranslated region of α-synuclein, MLPCN primary screen; alpha-synuclein 5'UTR reporter, inhibitor activity; inhibition, % (tested at 7.5 µM); 300,000 compounds, 0.82% hits; AID 1813; in the data active = inhibition above about 60%; inconclusive = no clear call, values can overlap the other calls;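 also: H4 neuroglioblastoma cells stably carrying SNCA 5'UTR luciferase fusion; 0% = DMSO wells and 100% = positive control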
IEC-6 cytotox: IEC-6 cytotoxicity, counter-screen for KLF5 inhibitors. 290,000 compounds, 0.78% hits. inhibition, % at 5 µM. luminescence viability; in the data active = inhibition above about 22%;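 also: 0% = plate median of test compound wells and 100% = cytotoxic reference compound wells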
KLF5 inhibitor: kruppel-like factor 5 inhibition | AID 1700 | inhibition, % at 5 µM | 290,000 compounds, 0.23% hits | DLD-1 KLF5 promoter-luciferase reporter, luminescence;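 active = inhibition above a per-plate limit of that plate's mean compound inhibition plus 3 SD, cut at about 60% in these data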;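 also: 0% = DMSO wells and 100% = LY294002 at 200 µM; higher means less KLF5 promoter-driven luciferase light; inactives centre near -14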
GSK3 alpha inh: blocks human GSK-3 alpha kinase; ADP-Glo luminescence, 60 min; inhibition, % at 10 µM; 320,000 compounds, 0.1% hits;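 in the data active = inhibition above about 50%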;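 also: GST-tagged GSK-3 alpha with peptide substrate and 25 µM ATP; 0% = DMSO neutral wells and 100% = GW8510 positive control wells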
Target sequence (P49840 whole entry, looked up): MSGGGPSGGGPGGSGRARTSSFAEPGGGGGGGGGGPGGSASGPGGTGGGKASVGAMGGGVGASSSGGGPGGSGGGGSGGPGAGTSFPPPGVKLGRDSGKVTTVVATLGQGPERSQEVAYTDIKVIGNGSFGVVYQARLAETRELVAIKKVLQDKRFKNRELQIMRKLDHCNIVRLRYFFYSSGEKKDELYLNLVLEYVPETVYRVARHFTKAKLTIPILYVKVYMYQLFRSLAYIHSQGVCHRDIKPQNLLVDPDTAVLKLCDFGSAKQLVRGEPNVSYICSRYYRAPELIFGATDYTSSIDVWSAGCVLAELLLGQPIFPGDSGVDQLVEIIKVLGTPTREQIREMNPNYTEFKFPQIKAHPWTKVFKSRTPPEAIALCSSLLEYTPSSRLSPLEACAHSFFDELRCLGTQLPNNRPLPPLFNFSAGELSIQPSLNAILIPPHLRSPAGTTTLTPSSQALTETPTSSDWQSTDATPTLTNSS
GSK3beta inhib: inhibitors of human GSK3beta kinase | P49841 | GST-GSK3beta kinase, ADP-Glo luminescence, 60 min; active compounds read low | activity score (negative = inhibition), % at 10 µM | 300,000 compounds, 0.038% hits;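 active = more than half of replicate wells score below -50%, meaning over 50% inhibition versus plate controls; inconclusive = some replicates but at most half score below -50%; inactive = no replicate scores below -50%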;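 also: 0% = median DMSO wells and -100% = median GW8510 positive control wells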
Target sequence (P49841 whole entry, looked up): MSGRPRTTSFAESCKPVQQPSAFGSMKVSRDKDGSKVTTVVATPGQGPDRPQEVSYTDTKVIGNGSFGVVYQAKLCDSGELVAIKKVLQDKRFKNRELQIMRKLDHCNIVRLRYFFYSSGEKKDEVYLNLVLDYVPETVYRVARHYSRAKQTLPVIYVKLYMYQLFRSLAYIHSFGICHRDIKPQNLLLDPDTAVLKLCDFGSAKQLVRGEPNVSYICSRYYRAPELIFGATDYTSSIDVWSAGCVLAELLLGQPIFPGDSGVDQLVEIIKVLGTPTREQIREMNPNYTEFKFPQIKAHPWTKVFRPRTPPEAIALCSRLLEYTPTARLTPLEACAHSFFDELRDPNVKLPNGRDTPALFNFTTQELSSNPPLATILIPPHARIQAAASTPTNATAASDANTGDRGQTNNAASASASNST
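test system = GST-tagged human GSK3beta kinase, cell-free | reagent = 25 µM ATP with peptide substrate | dosing = one dose of 10 µM per compound | schedule = 60 min reaction, RT | detection = luminescent ADP-Glo measurement of ADP formed | control set = DMSO neutral wells and GW8510 at 20 µM as positive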
An asterisk follows results filed as active; ? = inconclusive; . = no result given. These rows are one share of the data; count on the stated rates, not on these rows.

SMILES	HSP90 refold inh	Platelet DG rel	DYRK1A inh	HSF-1 act	HSF1 inh	aSyn UTR inh	IEC-6 cytotox	KLF5 inhibitor	GSK3 alpha inh	GSK3beta inhib
Cc1cc2oc(=O)cc(CN3CCCCC3C)c2cc1C (centres undefined)	1.2	-0.7	6.4	2.3	0.9	33.3	7.4	-2.8	-0.8	1.7
COc1cccc(CNC(=O)C2CCN(S(=O)(=O)N3CC(C)CC(C)C3)CC2)c1 (centres undefined)	2.1	-0.4	-12.8	5.7	-2.5	7.0	6.1	-23.6	-3.8	-0.3
CCN1CCc2c(sc(NC(=O)c3ccc(S(=O)(=O)N(C)CC4CCCO4)cc3)c2C(N)=O)C1 (centres undefined)	-0.9	-25.3	-1.4	-8.2	-5.2	-30.8	-5.8	-10.0	0.6	1.1
Cc1oc2ccccc2c1CC(=O)NCCCN(C)C	-5.5	11.8	-1.1	10.8	-3.6	-2.0	-0.8	-2.1	-0.5	3.1
CCOc1ccc(N(CC(=O)NCCSCc2ccccc2Cl)S(C)(=O)=O)cc1	7.3	7.3	0.8	-5.0	0.9	16.6	-4.5	2.0	-2.7	1.8
CCOc1cc(-c2cn(S(=O)(=O)c3cccc4nsnc34)nc2N)cc(OCC)c1OCC	4.1	4.6	3.8	1.4	-0.5	49.6	-0.1	-10.3	-1.9	0.8
N#Cc1ccc(C(=O)Nc2nc(SCc3ccc(Cl)cc3)n[nH]2)cc1	1.6	1.2	-7.0	-18.3	-11.8	4.1	5.2	-21.5	-0.5	0.3
CCC(=O)N1CCN(c2cc3c(cc2F)c(=O)c(C(=O)O)cn3CC)CC1	.	-2.1	-0.8	-4.6	0.6	3.3	.	.	0.1	2.3
O=C(Nc1ccccc1)c1ccc(N2CCN(c3ccccc3)CC2)c(S(=O)(=O)N2CCOCC2)c1	-4.3	0.3	4.4	-3.0	-2.9	23.3	-5.0	-20.2	-1.3	0.7
CC(=O)Nc1ccc(S(=O)(=O)N2CCN(S(=O)(=O)N3CCOCC3)CC2)cc1	0.2	-3.8	-3.6	-1.6	-0.4	-13.7	-0.5	-3.0	0.0	-3.0
COC(=O)C1=C(C)NC2=C(C(=O)CCC2)C1c1cn(Cc2ccc(Cl)cc2Cl)nc1-c1ccccc1 (centres undefined)	4.5	-2.9	0.0	24.8	22.5	27.3	2.1	-2.0	-0.6	-1.3
Cc1ccccc1NC(=S)N1CCN(c2ccccc2C)CC1	-4.9	-4.6	7.7	-17.4	-4.5	12.2	0.0	7.1	-2.2	-3.2
Cc1ccc2c(cnn2C(=O)CCC(=O)N2CCCCC2)c1	-1.8	1.5	4.0	-11.7	-1.0	-23.3	5.3	-11.4	-2.9	-1.2
COc1ccc(C)cc1NC(=O)C(OC(=O)CNC(=O)c1ccc(Br)cc1)c1ccccc1 (centres undefined)	9.2	-3.4	-2.1	0.1	2.5	25.0	3.0	4.6	1.0	2.0
Cc1cc(C)n(CCCNC(=O)CN(C)S(=O)(=O)c2ccc(Cl)cc2)n1	.	-7.4	.	3.4	1.2	-10.1	.	.	0.5	-1.7
Cc1cc(=O)n2[nH]c(-c3ccccc3)cc2n1	1.7	0.0	7.6	7.7	8.6	-50.5	11.6	-80.9	1.9	1.2
Clc1cccc(CN2CCCCCCC2)c1Cl	1.5	-4.8	-3.4	14.4	-8.4	-5.0	-8.3	-8.1	0.4	-3.0
COc1ccc(OC)c2[nH]c(=O)c(CCNC(C)=O)cc12	-3.3	-9.4	-2.9	2.7	-1.5	-2.0	-7.9	-1.4	-2.7	2.3
CCN(CC)CCN(C(=O)/C=C/c1cccs1)c1nc2ccc(Cl)cc2s1	0.5	-10.2	0.4	43.5	14.3	-50.8	1.4	13.9	-0.8	1.2
COC(c1ccc(Cl)cc1)(c1ccc(Cl)cc1)C(Oc1nccc(C)n1)C(=O)O (centres undefined)	-1.3	12.9	2.4	-16.3	-5.6	9.0	-7.2	10.4	0.3	4.3
Cc1csc(NC(=O)c2cc(C)nc3ccccc23)n1	4.8	-2.9	.	-2.4	-4.2	-47.1	2.1	-17.2	-1.4	3.0
COc1cccc(NC(=O)CN(C)C(=O)COc2cc(C)ccc2Cl)c1	.	-2.9	3.7	-3.5	2.6	12.2	.	.	-0.1	4.8
CC1CC(C)CN(C(=O)/C=C/c2ccc([N+](=O)[O-])s2)C1 (centres undefined)	-0.4	1.2	-4.4	74.9*	61.4	-96.7	-10.8	-8.1	.	0.8
COc1ccc(N2C(=O)CC(C)(C)CC2=O)cc1OC	4.5	3.6	-5.9	12.2	-11.3	0.5	1.4	-8.8	-3.6	2.3
CC(C)Nc1nc(NC(N)=S)nc(NC(C)(C)C)n1	0.9	-4.0	2.4	-1.4	-3.8	31.7	-3.4	2.3	0.8	0.4

New compounds follow:
SMILES	HSP90 refold inh	Platelet DG rel	DYRK1A inh	HSF-1 act	HSF1 inh	aSyn UTR inh	IEC-6 cytotox	KLF5 inhibitor	GSK3 alpha inh	GSK3beta inhib
CCN1CCN(Cc2cccc(Oc3ccccc3)c2)CC1	1.5	-8.6	.	-4.9	3.5	18.2	-4.9	-14.4	1.4	-1.4
O=C(CN1C(=O)CCC1=O)NNc1ccc2ccccc2c1	25.6*	-7.8	0.3	.	.	.	6.1	9.9	0.0	-1.6
CC(C)Nc1ccc(Nc2ccnc3cc4ccccc4cc23)cc1	-0.8	3.3	17.7	1.0	6.1	98.7*	12.4	-16.3	-5.8	-5.2
Cc1ccc(CNCC(=O)Nc2ccc(C)cc2Br)cc1	0.9	-3.4	5.0	-0.1	-6.4	-10.7	-1.9	-40.0	-4.5	-0.6
CCN(CC(=O)Nc1ccccc1OC)CC(=O)Nc1sccc1C#N	2.4	2.1	.	18.0	4.0	3.3	0.0	-30.2	-2.3	-1.3
Cc1ccc(C(=O)/C=C/Nc2cccc(O)c2)cc1	4.0	21.8	-4.0	-2.0	4.4	-193.6	-5.1	-8.9	1.4	-1.9
CC(C)COc1ccc(-c2cc(C(=O)NN)[nH]n2)cc1	15.1	-2.5	-2.3	52.1*	11.7	-83.0	-3.4	-64.7	0.3	-2.4
Cc1ccc(NC(=O)/C(Cl)=C/c2ccccc2)cc1C	4.7	0.0	-1.5	?	10.1	-155.5	-6.5	-117.6	-3.5	-22.1
Cn1c(CCNC(=O)c2ccco2)nc2cc(NS(=O)(=O)c3ccc(Cl)cc3)ccc21	6.6	0.5	-1.8	3.9	1.4	21.8	1.3	-10.0	-0.7	1.1
O=C1C(Cl)=C(NCCCO)C(=O)c2ccccc21	6.9	12.6	49.9	16.9	11.5	-30.8	15.6	-9.1	12.6	0.4
CSc1nc(-c2ccco2)cc(-c2ccccc2)c1C#N	2.8	-1.1	-1.1	37.1	5.8	12.2	1.0	-16.7	-1.8	-1.8
COc1ccc(C(=O)N2CCCc3ccccc32)cc1Br	1.3	.	3.7	4.9	-0.2	13.2	-1.6	-48.8	-0.2	-2.2
COc1ccccc1Nc1nc(N)nc(CSC(=S)N2CC(C)CC(C)C2)n1 (centres undefined)	-6.7	7.0	1.8	23.5	2.1	7.0	2.2	-15.6	-1.2	0.9
COc1ccc(NC(=O)C(=O)Nc2cccc3cccnc23)c(OC)c1	-1.3	-3.6	4.8	-22.2	-12.1	-18.9	-1.0	-6.8	0.1	0.3
Cc1ccc(SCC(=O)N(C)C2CCS(=O)(=O)C2)cc1 (centres undefined)	1.3	5.4	-4.6	7.3	-5.0	-2.2	-4.8	-12.1	0.4	-1.0
O=C(Nc1nccs1)[C@@H]1CC=C[C@@H]2CCN(Cc3ccccc3)C(=O)[C@@H]21	.	5.1	-4.5	16.0	-0.9	-7.7	.	.	-2.7	1.0
CN(/N=C/c1cccnc1)c1cnn(-c2ccc(F)c(Cl)c2)c(=O)c1Cl	-2.0	7.9	-6.9	24.1	5.4	4.7	-1.2	-6.4	-2.1	0.5
Cc1nc(N)sc1C(=O)OCC(C)C	2.4	-9.0	-0.2	11.3	1.1	12.7	1.7	-0.5	-1.9	2.2
CC(=O)NCCC(=O)Nc1nc2ccc(Oc3ccccc3)cc2s1	-0.2	7.6	8.7	19.6	7.0	-48.1	-9.8	-149.6	2.0	2.9
O=C(Nc1ccc2c(c1)C(=O)N(CC1CCCO1)C2=O)c1ccc(Cl)c(Cl)c1 (centres undefined)	3.1	-7.7	-2.2	-6.9	11.6	-33.0	-1.4	-15.0	-3.1	-0.4
CC(C)(C)c1nc2c(Br)cc(Br)cc2c(=O)o1	1.7	-6.7	-5.3	11.9	-1.3	-0.4	4.8	7.9	-2.8	1.5
CCO[C@H]1OC(C(=O)NCc2ccccc2)=C[C@@H](c2cn(C(C)=O)c3ccccc23)[C@@H]1CCCO	3.7	2.2	-1.2	-1.7	-1.3	37.0	0.8	-26.4	-1.5	2.9
Cc1ccc(C)n1-c1ccc(-c2nnc3n2CCCCC3)s1	-0.7	-5.7	4.3	-12.1	-9.1	-11.0	1.9	-19.9	-3.5	-1.1
O=C(O)/C=C/C(=O)Nc1ccc2c(c1)C(=O)c1ccccc1C2=O	9.2	1.9	.	14.9	16.7	-64.8	1.0	-116.4	.	-2.2
O=C(CCC(=O)c1ccc(Cl)cc1)NCc1ccccc1	1.9	-13.5	-2.7	0.2	-2.5	11.0	1.2	-16.9	-0.8	-2.8

Additional structures:
SMILES	HSP90 refold inh	Platelet DG rel	DYRK1A inh	HSF-1 act	HSF1 inh	aSyn UTR inh	IEC-6 cytotox	KLF5 inhibitor	GSK3 alpha inh	GSK3beta inhib
COC(=O)C1CCN(S(=O)(=O)c2cc3c4c(c2)CCN4C(=O)CC3)CC1	.	-2.8	4.0	8.4	-1.7	6.8	.	.	.	2.2
O=C(C1CCCN(Cc2ccncc2)C1)N1CCc2ccccc2C1 (centres undefined)	0.3	-5.4	6.4	1.2	-11.3	2.9	-1.9	-2.0	-1.0	6.5
CCCC(=O)Nc1cc(C(=O)O)ccc1Sc1ccccc1	4.8	0.1	1.1	0.6	5.1	19.2	0.7	-1.6	-5.5	2.6
O=C1NC(=O)/C(=C\c2ccc(Oc3ccc([N+](=O)[O-])cn3)cc2)S1	3.2	-6.9	.	31.4	5.3	-44.1	-10.1	-21.1	-0.8	1.9
Cc1ccc(CNC(=O)c2ccccc2NS(=O)(=O)c2ccc(Cl)nc2)cc1	-4.8	-6.6	-5.5	3.9	-0.9	1.8	1.2	-38.6	-1.3	1.0
O=C(CCCN1C(=O)c2ccccc2C1=O)N1CCCCC1	0.3	-10.1	7.2	4.2	5.6	-1.1	4.8	10.1	-0.8	-4.2
O=C(Cc1ccccc1)Nc1cccc([N+](=O)[O-])c1	1.9	4.5	9.7	19.5	6.9	-11.1	7.3	-19.1	-1.2	2.9
CCOc1ccc(N(Cc2cc3cc(OC)ccc3[nH]c2=O)S(C)(=O)=O)cc1	2.8	-9.2	-4.7	-0.1	5.8	27.7	-5.7	-17.7	-2.1	2.6
O=C(Nc1nnc(COc2ccc(F)cc2)s1)c1cccs1	-0.7	-12.8	-6.1	33.2	-1.0	-26.7	-2.9	-10.8	-0.2	0.2
